SRC1 TRFRET art: flags TR-FRET format artefacts in PPARgamma SRC-1 recruitment agonist screen; TR-FRET detection artefact counter-screen, emission ratio; active compounds read high; AID 1051; TR-FRET ratio at 8 µM; 99,000 compounds, 0.34% hits; in the data active = TR-FRET ratio above about 2300; note: inactives centre near 1800; reference of the scale not given here
SRC3 TRFRET art: flags TR-FRET format artefacts in PPARgamma SRC-3 recruitment agonist screen | TR-FRET artefact counter-screen, PPARgamma/SRC-3 format; active compounds read high | TR-FRET ratio at 8 µM | 99,000 compounds, 0.39% hits | AID 1048; in the data active = TR-FRET ratio above about 2000; note: inactives centre near 1600; reference of the scale not given here
Numbers without * were called inactive. Not all compounds are listed; rates above refer to the full screens.

SMILES	SRC1 TRFRET art	SRC3 TRFRET art
Cc1ccn2c(NC(=O)C(C)(C)Oc3ccc(Cl)cc3)c(-c3cccs3)nc2c1	2213	1634
CN(C1CCS(=O)(=O)C1)S(=O)(=O)c1ccccc1 (stereo not drawn)	1864	1731
C1CCN=C(NC23CC4CC(CC(C4)C2)C3)CC1	1817	1622
Cc1ccc(CNCC(=O)Nc2ccc(C)cc2Br)cc1	2143	1744
CC(=O)c1ccc(NC(=S)N(C)C2CCN(C)CC2)cc1	2014	1467
Cc1ccnc(NC(=O)c2ccc(Cl)cc2Cl)n1	1653	1530
CCOC(=O)C1(Cc2ccccc2)CCN(Cc2cnn(C(C)C)c2)CC1	1618	1534
COc1ccc(C(=O)C2CCCN(C(=O)C3=CCCC3)C2)c(C)c1 (stereo not drawn)	1814	1506
Cc1ccccc1C(=O)c1c[nH]c(C(=O)NCCc2ccccn2)c1	2086	1658
CC(C)CCNC(=O)CCCCn1c(=O)[nH]c2ccsc2c1=O	1798	1529
CC1(CC(=O)N/N=C/c2cc3c(cc2Br)OCO3)OCCO1	1714	1508
CCCCCCn1cnc2c(oc3nc4c(cc32)CCCC4)c1=O	1561	1389
COc1ccc(COc2ccccc2C(=O)Nc2ccccn2)cc1[N+](=O)[O-]	1674	1704
COc1cccc(-n2c(=O)c3c(C)c(C(=O)N(C)C)sc3n(CC(=O)NCC3CCCO3)c2=O)c1 (stereo not drawn)	1634	1376
COc1cccc(C(=O)C2CCCN(C(=O)CCC3=NNC(=O)CC3)C2)c1 (stereo not drawn)	1766	1566
Cc1ccc(S(=O)(=O)N2CCC(C(=O)N/N=C/c3cccnc3)CC2)cc1	1576	1394
COC(=O)C1=C(N)Oc2c(oc(CO)cc2=O)C1c1c(F)cccc1Cl (stereo not drawn)	1797	1540
Cc1ccc2nc(-c3cccnc3)cc(C(=O)Nc3ccc(F)cc3C)c2c1	1611	1399
Cc1cc2[nH]ncc2cc1NC(N)=S	1886	1685
O=C(NCc1ccccn1)C(=O)N/N=C/c1ccc2c(c1)OCO2	1729	1537
CCc1ccccc1NC(=S)N1CCNC(=O)C1CC(=O)OC (stereo not drawn)	1955	1485
O=C(NCCSc1ccccc1)c1ccc(Br)cc1	1714	1680
COc1cccc(NCc2cc(=O)oc3cc(-c4ccccc4)c(O)cc23)c1	1949	1648
CCc1ccc(OCC(=O)NNC(=O)CSc2nnc(-c3ccc(C)cc3)n2C)cc1	1897	1417
CS(=O)(=O)N(CC(=O)Nc1ccc(S(=O)(=O)N2CCCC2)cc1)c1ccccc1	1629	1527

14 structures out of the list, sorted by count of non-hydrogen atoms, descending.
SMILES	SRC1 TRFRET art	SRC3 TRFRET art
COc1cccc(-n2c(=O)c3c(C)c(C(=O)N(C)C)sc3n(CC(=O)NCC3CCCO3)c2=O)c1 (stereo not drawn)	1634	1376
CCc1ccc(OCC(=O)NNC(=O)CSc2nnc(-c3ccc(C)cc3)n2C)cc1	1897	1417
Cc1ccn2c(NC(=O)C(C)(C)Oc3ccc(Cl)cc3)c(-c3cccs3)nc2c1	2213	1634
Cc1ccc2nc(-c3cccnc3)cc(C(=O)Nc3ccc(F)cc3C)c2c1	1611	1399
COc1cccc(C(=O)C2CCCN(C(=O)CCC3=NNC(=O)CC3)C2)c1 (stereo not drawn)	1766	1566
COC(=O)C1=C(N)Oc2c(oc(CO)cc2=O)C1c1c(F)cccc1Cl (stereo not drawn)	1797	1540
Cc1ccccc1C(=O)c1c[nH]c(C(=O)NCCc2ccccn2)c1	2086	1658
CCCCCCn1cnc2c(oc3nc4c(cc32)CCCC4)c1=O	1561	1389
CCc1ccccc1NC(=S)N1CCNC(=O)C1CC(=O)OC (stereo not drawn)	1955	1485
CC1(CC(=O)N/N=C/c2cc3c(cc2Br)OCO3)OCCO1	1714	1508
CC(=O)c1ccc(NC(=S)N(C)C2CCN(C)CC2)cc1	2014	1467
O=C(NCCSc1ccccc1)c1ccc(Br)cc1	1714	1680
C1CCN=C(NC23CC4CC(CC(C4)C2)C3)CC1	1817	1622
Cc1cc2[nH]ncc2cc1NC(N)=S	1886	1685

(next part)
SMILES	SRC1 TRFRET art	SRC3 TRFRET art
CCOC(=O)COc1ccc(C(=O)Nc2cccc(Cl)c2C)cc1	1991	1747
CCCCc1ccc(S(N)(=O)=O)cc1	1748	1566
Nc1ccc2c(C(F)(F)F)cc(C(F)(F)F)nc2n1	1878	1512
CC1CCN(c2ccc(C=O)o2)CC1	1519	1551
Cc1ccc(/C=N/NC(=O)COc2ccccc2-c2ccccc2)cc1	1934	1533
O=C(CCc1ccccc1)Nc1nn[nH]n1	1738	1725
O=C(C/C=N\OCc1ccc([N+](=O)[O-])cc1)Nc1ccc(F)cc1F	1833	1590
COCCNC(=O)c1cc2cc(Br)cc(Br)c2oc1=O	1674	1491
COc1ccc(Nc2ncnc3nc[nH]c23)cc1OC	1886	1846
O=C1CC(c2ccccc2)CC(=O)C1CS(=O)(=O)c1ccccc1 (stereo not drawn)	1595	1623
COc1cc(OC)nc(Oc2cc(/C=N/O)ccc2OC)n1	2016	1640
Cc1ccnc(NS(=O)(=O)c2ccc(NC(=O)c3ccc(N4C(=O)CCC4=O)cc3)cc2)n1	1513	1519
O=C(/C=C\Nc1ccc(Cl)cn1)c1ccc(Br)cc1	1709	1535
COc1ccc(C(CNC(=O)c2ccccc2SC)N(C)C)cc1 (stereo not drawn)	1982	1583
CCOc1ccc(/C=C/C(=O)NCCc2ccc(OC)c(OC)c2)cc1	2098	1542
Cc1cc(Cl)ccc1NC(=S)NCC(C)C	1869	1599
O=C(CCC(=O)N1CCN(c2ccccn2)CC1)Nc1nnc(C2CCCCC2)s1	1813	1733
CC1(C)CC(=O)c2c(oc3ccc(NS(=O)(=O)c4cccc5cccnc45)cc23)C1	2056	1697
Cc1nn(-c2cc(Cl)ccc2Cl)c(C)c1C(=O)O	1740	1444
COc1cc(/C=C2\C(=O)NN(c3ccccc3)C2=O)cc([N+](=O)[O-])c1O	1938	1535
O=C(O)C(O)c1ccccc1 (stereo not drawn)	1635	1654
Cc1ccc(N2CCN(c3ccc(NCc4nc5ccccc5n4C)cc3)CC2)cc1	1906	1680
CCN(c1ccccc1)S(=O)(=O)c1ccc(OC)c(N=N/C(C(=O)Nc2ccccc2)=C(/C)O)c1	1757	1513
CCN(CC(=O)NC(=O)NCc1ccccc1)Cc1nc2ccccc2c(=O)[nH]1	1765	1598
Cc1cc(C)cc(NC(=S)NCc2ccc(F)cc2)c1	1765	1575

Additional entries
SMILES	SRC1 TRFRET art	SRC3 TRFRET art
Cc1ccc(-n2cc(CN3CCN(Cc4nccn4C)CC3)c(-c3cccc(C)c3)n2)cc1	1581	1509
Cc1ccc(NC(=O)CN2c3cccc4cccc(c34)S2(=O)=O)cc1S(=O)(=O)N1CCOCC1	1606	1534
CCOC(=O)/C=C(\C)Nc1cc(C)nn1-c1ccccc1	1999	1660
C/C(=N\Nc1c([N+](=O)[O-])c(C)nn1C)c1ccc(F)cc1F	1776	1709
COc1ccc(Cl)cc1NC(=S)NCc1cccnc1	1953	1384
On1nnc2c3ccccc3c3ccccc3c21	1861	1641
O=[N+]([O-])c1ccc(Cl)c(/C=N/n2c(COc3ccccc3)n[nH]c2=S)c1	1664	1708
O=C(CSc1nc2ccccc2o1)N1CCN(S(=O)(=O)c2ccc3ccccc3c2)CC1	1624	1557
NC(N)=NC(N)=Nc1ccc2ccccc2c1	1757	1632
CCOC(=O)n1cc(-c2cnc(CNC(=O)C(C)(c3ccccc3)c3ccccc3)o2)c2ccccc21	1619	1588
Fc1cccc(CSc2nc3ccncc3[nH]2)c1	1763	1560
CCOC(=O)C1(CCc2ccccc2)CCN(Cc2ccn[nH]2)CC1	1793	1720
CCCC(O)(CCC)C(=O)NN(C(=O)OC)c1ccccc1	1744	1414
Cc1ccc2nc(N(CCCN(C)C)C(=O)c3ccc(S(=O)(=O)N(C)C)cc3)sc2c1	1906	1597
CCCCN(C)c1ccc([N+](=O)[O-])cc1	1572	1716
Cc1ccc(N2C(=O)C3CC(c4ccccc4)=C4C5C=CC(C6C(=O)N(c7ccc(C)cc7)C(=O)C56)C4C3C2=O)cc1 (stereo not drawn)	1746	1528
Cc1cc(C)c[n+](C(C)C(=O)c2ccc(-c3ccccc3)cc2)c1 (stereo not drawn)	1614	1676
Cc1ccc(N2CCN(C(=O)c3cccc([N+](=O)[O-])c3)CC2)cc1Cl	1811	1546
O=c1cnc2cc([N+](=O)[O-])ccc2[nH]1	1412	1589
CC[N+]1=C(C)C(C)(C)c2cc(C)ccc21	1731	1556
CC(=O)N/N=C/c1cc2c(cc1[N+](=O)[O-])OCO2	1863	1506
CC(=O)c1ccc(N2CCN(C(=S)NCCCN(C)C)CC2)cc1	1916	1790
O=C(N/N=C\c1ccc([N+](=O)[O-])o1)C1COc2ccccc2O1 (stereo not drawn)	1742	1464
O=C(/C=C/c1ccccc1Cl)NNC(=O)c1cccs1	1812	1570
O=C(/C=C/c1ccc2c(c1)OCO2)N1CCN(c2ccc(Cl)cc2)CC1	1916	1373

Remaining list, next part.
SMILES	SRC1 TRFRET art	SRC3 TRFRET art
CNC(=O)/C(C#N)=C/c1c(N2CC(C)OC(C)C2)nc2ccccn2c1=O (stereo not drawn)	1560	1483
COc1ccc(C(=O)NC(=S)N(C)Cc2ccccc2)cc1Br	1746	1323
Cc1cccc(C)c1Nc1nnc(SCC(=O)c2ccc3c(c2)NC(=O)CO3)s1	1321	1563
C=CCN1C(=O)C2C(C(=O)NC)C3C=CC2(O3)C1C(=O)NCc1ccc(OC)cc1 (stereo not drawn)	1619	1413
CCN(CC)C(=O)c1cn(CC)c(=O)c2cc(OC)c(OC)cc12	1624	1655
O=C(COC(=O)C1CC2C=CC1C2)Nc1ccccc1 (stereo not drawn)	1781	1423
C/C(=N\N1CCN(c2ccc(Cl)cc2)CC1)c1ccco1	1555	1815
O=C(CS(=O)(=O)c1ccccc1)Nc1nc(-c2ccc(F)cc2)cs1	1769	1372
O=C(NCCc1ccccc1)c1nc(-c2cccs2)no1	1915	1434
CCOC(=O)c1c(CCl)nc2ccccc2c1C	1969	1587
Cn1c(=O)c2c(nc(CN3CCc4ccccc4C3)n2Cc2cccc(Cl)c2)n(C)c1=O	1862	1423
O=C(NCc1nc2ccccc2[nH]1)C1=C[C@@H](C2CCCCC2)C[C@@H](OCc2ccc(CO)cc2)O1	1729	1578
Cc1ccc(C)c(OC2=NS(=O)(=O)c3ccccc32)c1	1870	1641
CCOC(=O)c1sc2nc(CSc3ccccc3Cl)[nH]c(=O)c2c1C	1964	1622
COc1ccc([C@H]2[C@H](C(=O)C(C)(C)C)N3N=Cc4ccccc4C3C23C(=O)OC(C)(C)OC3=O)cc1 (stereo partly drawn)	1791	1604
Nn1c(Cc2cccc3ccccc23)nnc1SCc1ccccc1Cl	1820	1443
C/C(=N\NC(=S)NCc1ccccc1)c1ccc2ccccc2c1OC(F)F	1700	1480
CC(=O)c1cc(CN2CCN(C3CCCCC3)C(CCO)C2)cs1 (stereo not drawn)	1670	1881
CSc1ccc(CN(C)CC(=O)Nc2c(F)cccc2F)cc1	2009	1680
Clc1ccc(CSC2=NCCCN2)cc1Cl	1695	1626
CCN(CC(=O)NC1CCS(=O)(=O)C1)S(=O)(=O)c1ccccc1 (stereo not drawn)	1760	1467
COCCCNc1oc(-c2ccccc2Cl)nc1C#N	1841	1520
CCOCCn1c(=NC(=O)c2cc(Cl)sc2Cl)sc2cc(S(N)(=O)=O)ccc21	1763	4758*
O=C(Nc1ccc2c(c1)OCO2)Nc1ccccn1	1857	1580
COc1ccc(NC(=O)CCCN(C)S(=O)(=O)c2ccc(C)cc2)cc1	1762	1725

Pulled one by one from the entries so far:
SMILES	SRC1 TRFRET art	SRC3 TRFRET art
Cc1ccnc(NC(=O)c2ccc(Cl)cc2Cl)n1	1653	1530
CC(=O)c1ccc(N2CCN(C(=S)NCCCN(C)C)CC2)cc1	1916	1790

(next part)
SMILES	SRC1 TRFRET art	SRC3 TRFRET art
COc1ccc(NC(=O)C(c2cc3c(cc2[N+](=O)[O-])OCO3)N(C)C)cc1 (stereo not drawn)	2008	1674
COc1ccccc1NC(=O)CC(=O)CSc1nnc(-c2ccc(C)cc2)n1-c1ccccc1	1904	1618
CN(C)c1ccc(-c2nnn(CC(=O)NCc3ccc4c(c3)OCO4)n2)cc1	1896	1354
Cc1cc(OCCCn2cnc3ccccc3c2=O)ccc1[N+](=O)[O-]	1885	1668
CC(C)(C)c1ccc(-c2nnc(SCC(=O)O)n2N)cc1	1737	1561
O=S(=O)(c1ccc(Cl)cc1)n1cccn1	1850	1501
COCCCNC(=O)CN(c1cc(Cl)ccc1OC)S(C)(=O)=O	1807	1394
CSc1ncc(Cl)c(C(=O)Nc2cccc3ccccc23)n1	1628	1644
COc1ccc(CN2C(=O)N(c3ccc(OC)cc3)C(=O)C2CC(=O)Nc2ccccc2)cc1 (stereo not drawn)	1557	1546
CCOCCn1c(CN2CCC(C)CC2)nc2c1c(=O)n(C)c(=O)n2C	1633	1636
O=C(NS(=O)(=O)Oc1ccc(Cl)cc1)OC[C@@H]1CCCN2CCCC[C@H]12	1808	1328
Cc1[nH]c(=O)c(C(=O)c2cc(Cl)ccc2O)cc1C(=O)O	1739	1547
COc1ccc(-n2c(C)cc(/C=C3/SC(=S)N(C)C3=O)c2C)cc1	1928	1651
COc1ccc(-c2ccc(-c3nc4c(c(=O)[nH]c(=O)n4Cc4ccccc4)n3C)o2)c([N+](=O)[O-])c1	2202	1596
CCCn1c(=O)c2ccccc2n2c(SCc3cc(=O)oc4ccc5ccccc5c34)nnc12	1697	1638
COc1cc(C(=O)OCC(C)=O)ccc1OCc1c(C)noc1C	2125	1577
CCCNC(=O)[C@H](C)NC(=O)c1ccc(Br)cc1	1833	1586
CC(=O)c1ccc(OCCOc2ccc(Cl)c3cccnc23)cc1	1593	1519
O=C(NNC(=O)c1cccs1)c1ccc(Br)o1	1690	1649
Cc1ccc(-n2c(C)cc(-c3csc(N)n3)c2C)cc1	2028	1680
CC(=O)Cc1nsc(NC(=O)c2ccc(-c3cc(Cl)ccc3Cl)o2)n1	1891	1801
Cc1ccc(CN2CC(C(=O)Nc3nnc(SCc4c(Cl)cccc4Cl)s3)CC2=O)cc1 (stereo not drawn)	1913	1507
CC(C)C(=O)Nc1ccc(C(=O)NNC(=S)NC(=O)c2cccs2)cc1	1723	1711
